Screening data deposited in PubChem BioAssay by National Center for Advancing Translational Sciences (NCATS).
Peg3 imprint = qHTS Assay for Compounds that Induce Erasure of Genomic Imprints | mouse ES Peg3-LacZ reporter, beta-gal luminescence, 40 h | Potency, µM (series often up to 60.7 µM), inactives show at the top dose activity change, positive = activation, hits mostly activators | 0.02% of 110,000 active;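 also: 0% = negative control wells on the plate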
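Gelatin-coated wells received 300 freshly trypsinized female ES cells with a Peg3LacZ-Neo reporter on the maternal allele, then incubated 40 hours at 37C. BetaGlo was added for 5 minutes at room temperature before a single luminescence read.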
p53ts 32C tox = qHTS Screen for Compounds that Selectively Target Cancer Cells with p53 Mutations: Cytotoxicity of p53ts Cells at the Permissive Temperature; H1299-p53A138V at 32C, ATP luminescence viability, 24 h; Potency, µM (top dose mostly 46.1 µM), without a hit: at the highest dose activity change, negative = cytotoxicity, hits mostly cytotoxic; 0.93% of 130,000 active;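 also: 0% = DMSO and -100% = full killing by reference compound; nearly all actives have a fitted effect of over 55% in size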
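Cells: H1299 p53ts (A138V), 600/well, pre-incubated 16–30 h at 37C. Cpd up to 46 uM, 24 h, 32C. Readout: ATPlite luminescence, 20 min RT. Normalization: DMSO vs tamoxifen 100 uM. AC50 by Hill equation.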
IkB sig inh = IkB Signaling; 0.04% of 110,000 active; Potency, µM (top dose mostly 57.1 µM), for inactives: top-dose IkBa stabilization activation; AID 445, 2006; ABC-DLBCL IkBa-CBG/CBR dual luciferase ratio, 4 h; response scale: scaled: untreated 0%, proteasome inhibitor 100%; active = well fitted curve in the direction sought with a large enough effect in the signal ratio, not every such curve was filed as active; inconclusive = small, poorly fitted or top-dose-only effect, or a change in a side signal; the % refers to the signal ratio;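 also: the direction sought is a rising ratio; 0% = basal untreated cells and 100% = reference inhibitor full response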
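In this assay, an IκBα–CBG68 fusion accumulates when IKK-driven degradation is blocked; native CBR normalizes for cell number. OCI-Ly3 cells were treated 4 h with compound and doxycycline, then green and red light read after Chroma-Glo addition.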
p53ts 39C kill = qHTS Screen for Compounds that Selectively Target Cancer Cells with p53 Mutations: Cytotoxicity of p53ts Cells at the Nonpermissive Temperature; H1299-p53A138V viability at 39C, ATP luminescence, 24 h; Potency, µM (highest dose often 46.1 µM), for inactives: at the top dose activity change, negative = cell killing, usual class: cytotoxic; 1.5% of 130,000 active; also: nearly all actives have a fitted effect of over 55% in size
* marks the source's active call; other numbers are inactive results; [ ] = dose if it differs, or a comment. Unless noted, calls follow the shape of the dose curve; as a rule, active = well fitted curve in the direction sought with a large enough effect; inconclusive = small, poorly fitted or top-dose-only effect, or another doubt; inactive = no such curve, though single readings can be large; an effect the other way counts as inactive or inconclusive. Unless noted, % is scaled to controls: 0 for no effect and ±100 for the full control effect; potency is read from the fitted curve at half-maximal effect.

`CCN1C(=O)C2(c3ccccc31)c1c(oc3ccc(C)cc3c1=O)C(=O)N2CCCOC(C)C` (centres undefined) gave Peg3 imprint -14%[10.9 µM], p53ts 32C tox 2%, IkB sig inh -0.3% and p53ts 39C kill 9%.
For CCSc1nc2ccccc2n1CCOc1ccccc1 the results were p53ts 32C tox -2% and p53ts 39C kill -9%.
CCc1nnc(NC(=O)C2CC(=O)N(Cc3ccco3)C2)s1 (centres undefined) was read as Peg3 imprint -1%, p53ts 32C tox -5%, IkB sig inh 0.3% and p53ts 39C kill 6%.
`O=C(CCCSc1nc2sc3c(c2c(=O)[nH]1)CCC3)NCCCO` gave p53ts 32C tox -1% and p53ts 39C kill -1%.
`Cc1ccoc1C(=O)NCCCNC(=O)c1occc1C` gave Peg3 imprint 6%, p53ts 32C tox 11%, IkB sig inh -0.5% and p53ts 39C kill 2%.
For Cc1ccc(CNc2nc3ccc(Cl)cc3n3nnnc23)cc1 the results were Peg3 imprint 1%[10.9 µM], p53ts 32C tox 0%, IkB sig inh inconclusive and p53ts 39C kill -7%.
c1ccc(Cc2nnc3sc(-c4cccs4)nn23)cc1 was read as Peg3 imprint -4%, p53ts 32C tox -2%, IkB sig inh 2.4% and p53ts 39C kill 12%.
For CCOc1ccccc1C1C2C(=O)N(c3ccccc3)C(=O)C2ON1c1ccccc1 (centres undefined) the results were Peg3 imprint -10%, p53ts 32C tox -5%, IkB sig inh -1.8% and p53ts 39C kill 0%.
CCOC(=O)c1cn(CC(=O)Nc2cccc(Cl)c2C)nn1 was read as Peg3 imprint 17%[10.9 µM], p53ts 32C tox -2%, IkB sig inh -0.3% and p53ts 39C kill 9%.
Screening CCCCCCCC(=O)N/N=C(\C)c1cccnc1 returned p53ts 32C tox 3% and p53ts 39C kill -7%.
For CCCN1CCN(CCCNC(=O)c2ccc3c(c2)sc2nc(-c4ccc(OCC)cc4)cn23)CC1 the results were Peg3 imprint -30%[10.9 µM], p53ts 32C tox inconclusive, IkB sig inh inconclusive and p53ts 39C kill 13µM*.
Screening Cc1cccc(C)c1Nc1c(-c2ccccc2F)nc2cccc(C)n12 returned Peg3 imprint 15%[10.9 µM], p53ts 32C tox 1%, IkB sig inh inconclusive and p53ts 39C kill inconclusive.
O=C(Nc1nnc(S(=O)(=O)N2CCOCC2)s1)c1ccccc1F was read as Peg3 imprint -10%[10.9 µM], p53ts 32C tox -1%, IkB sig inh -0.9% and p53ts 39C kill 4%.
`Nc1ncc(S(=O)(=O)Nc2ccc(F)cc2F)cn1` gave Peg3 imprint -6%[10.9 µM], p53ts 32C tox 6%, IkB sig inh inconclusive and p53ts 39C kill -14%.
For COC(=O)C12CC3CC(C1)CC(n1cnc(Cl)n1)(C3)C2 the results were p53ts 32C tox -27% and p53ts 39C kill -6%.
`CCCSc1ncc(Cl)c(C(=O)N2CCN(c3cccc(Cl)c3)CC2)n1` gave Peg3 imprint -10%[10.9 µM], p53ts 32C tox 7%, IkB sig inh inconclusive and p53ts 39C kill -6%.
Screening O=C(CSc1nnc(Cc2cccs2)n1Cc1ccco1)Nc1cccc(Cl)c1 returned Peg3 imprint -16%, p53ts 32C tox 2%, IkB sig inh inconclusive and p53ts 39C kill -10%.
`CCc1ccc(NS(=O)(=O)c2ccc3[nH]cc(C(=O)N4CCCCC4)c(=O)c3c2)cc1` gave Peg3 imprint -3%, p53ts 32C tox 26%, IkB sig inh 1.3% and p53ts 39C kill 6%.
`Cn1ccc2c(OCC(=O)Nc3ccc(OC(F)(F)F)cc3)cccc2c1=O` gave Peg3 imprint -10%[10.9 µM], p53ts 32C tox 10%, IkB sig inh inconclusive and p53ts 39C kill -8%.
`COc1ccc(-c2noc(-c3ccc(NCc4ccc(C)cc4)c([N+](=O)[O-])c3)n2)cc1OC` gave Peg3 imprint 22%[10.9 µM], p53ts 32C tox -21%, IkB sig inh 1.7% and p53ts 39C kill -10%.
`Cc1cc(F)ccc1S(=O)(=O)Nc1ccccc1C(=O)Nc1ncn[nH]1` gave Peg3 imprint 3%, p53ts 32C tox 9%, IkB sig inh inconclusive and p53ts 39C kill -6%.
For Cc1ccccc1CN1C2=NCCN2c2ccccc21 the results were Peg3 imprint -17%, p53ts 32C tox 11%, IkB sig inh 2.6% and p53ts 39C kill 4%.
For OCCNc1nc(-c2cccnc2)nc2ccccc12 the results were Peg3 imprint -1%, p53ts 32C tox 4%, IkB sig inh -1.2% and p53ts 39C kill -10%.
COc1ccc(NC(=O)N2CCCC(C(=O)NC(C)C)C2)cc1 (centres undefined) was read as p53ts 32C tox -14% and p53ts 39C kill 1%.
Screening CCS(=O)(=O)c1ncc(Cl)c(C(=O)N(Cc2ccccc2)Cc2ccco2)n1 returned Peg3 imprint -48%[inhibitor][10.9 µM], p53ts 32C tox 18µM*, IkB sig inh inconclusive and p53ts 39C kill 4µM*.
For CCOc1ccc(-n2c(SCC(N)=O)nc3c(oc4ccccc43)c2=O)cc1 the results were Peg3 imprint -4%[10.9 µM], p53ts 32C tox 6%, IkB sig inh -1.0% and p53ts 39C kill -25%.
Screening CC(C)Cn1c(SCC(=O)NC2CCCc3ccccc32)nc(O)cc1=O (centres undefined) returned Peg3 imprint -9%, p53ts 32C tox 6%, IkB sig inh 1.2% and p53ts 39C kill 8%.
CC1CCCN(C(=O)c2cc3ccc4cccnc4c3[nH]2)C1 (centres undefined) was read as Peg3 imprint -57%[inhibitor][10.9 µM], p53ts 32C tox 0.79µM*, IkB sig inh inconclusive and p53ts 39C kill 1.6µM*.
For COc1cccc(C(=O)Nc2nnc(S(=O)(=O)N3CCCC3)s2)c1 the results were Peg3 imprint -14%[10.9 µM], p53ts 32C tox 2%, IkB sig inh inconclusive and p53ts 39C kill -7%.
`O=C(NCC(c1cccnc1)N1CCN(c2ccccc2F)CC1)c1ccccc1` (centres undefined) gave Peg3 imprint -43%[inhibitor], p53ts 32C tox inconclusive, IkB sig inh 4.3% and p53ts 39C kill inconclusive.
For Cc1cc(C)c(NC(=O)C(=O)NCC(c2cccnc2)N2CCN(Cc3ccccc3)CC2)c(C)c1 (centres undefined) the results were Peg3 imprint -10%[10.9 µM], p53ts 32C tox -12%, IkB sig inh inconclusive and p53ts 39C kill inconclusive.
`Cc1ccc(CN2CCN(C3CCN(S(=O)(=O)N(C)C)CC3)C(=O)C2=O)cc1` gave Peg3 imprint -2%[10.9 µM], p53ts 32C tox 6%, IkB sig inh -1.9% and p53ts 39C kill -10%.
For O=C(NCCN1CCOCC1)c1ccc2c(c1)ncn2C1CCCC1 the results were Peg3 imprint -8%, p53ts 32C tox -8%, IkB sig inh -2.3% and p53ts 39C kill -11%.
Cc1ccc(-n2c3c(c(=O)[nH]c2=O)C(NC(=O)c2ccccc2F)(C(F)(F)F)C(=O)N3)cc1C (centres undefined) was read as Peg3 imprint -6%[10.9 µM], p53ts 32C tox 5%, IkB sig inh -0.4% and p53ts 39C kill 21%.
Screening CCOC(=O)N1CCN(C(=O)CSCC(=O)N=c2sc3cc(OC)ccc3n2C)CC1 returned Peg3 imprint -11%, p53ts 32C tox -7%, IkB sig inh 1.1% and p53ts 39C kill 12%.
For CC1CCN(S(=O)(=O)N2CCC(C(=O)NCc3ccccc3Cl)CC2)CC1 the results were Peg3 imprint -14%[10.9 µM], p53ts 32C tox 5%, IkB sig inh inconclusive and p53ts 39C kill 30%.
For O=C(C1CCN(c2nc3ccccc3[nH]2)CC1)N1CCN(c2ccccc2)CC1 the results were Peg3 imprint 2%[10.9 µM], p53ts 32C tox 27%, IkB sig inh 0.5% and p53ts 39C kill 31%[activator].
`COc1cccc(C2C(C(=O)Nc3ccccc3OC)=C(C)Nc3nc4ccccc4n32)c1` (centres undefined) gave Peg3 imprint -16%[10.9 µM], p53ts 32C tox 17%, IkB sig inh inconclusive and p53ts 39C kill 15%.
`Cc1ccc(C(=O)N2CCOCC2)cc1Cl` gave Peg3 imprint -17%, p53ts 32C tox 9%, IkB sig inh -0.4% and p53ts 39C kill 9%.
`Cc1ccc(NC(=O)c2cc(-c3cccs3)on2)cc1C` gave Peg3 imprint -3%[10.9 µM], p53ts 32C tox -1%, IkB sig inh inconclusive and p53ts 39C kill 3%.

Random excerpt: seven compounds from above
`O=C(NCC(c1cccnc1)N1CCN(c2ccccc2F)CC1)c1ccccc1` (centres undefined) gave Peg3 imprint -43%[inhibitor], p53ts 32C tox inconclusive, IkB sig inh 4.3% and p53ts 39C kill inconclusive.
COc1ccc(NC(=O)N2CCCC(C(=O)NC(C)C)C2)cc1 (centres undefined) was read as p53ts 32C tox -14% and p53ts 39C kill 1%.
`Cc1cc(F)ccc1S(=O)(=O)Nc1ccccc1C(=O)Nc1ncn[nH]1` gave Peg3 imprint 3%, p53ts 32C tox 9%, IkB sig inh inconclusive and p53ts 39C kill -6%.
For COc1cccc(C(=O)Nc2nnc(S(=O)(=O)N3CCCC3)s2)c1 the results were Peg3 imprint -14%[10.9 µM], p53ts 32C tox 2%, IkB sig inh inconclusive and p53ts 39C kill -7%.
Screening CCOC(=O)N1CCN(C(=O)CSCC(=O)N=c2sc3cc(OC)ccc3n2C)CC1 returned Peg3 imprint -11%, p53ts 32C tox -7%, IkB sig inh 1.1% and p53ts 39C kill 12%.
Screening CCS(=O)(=O)c1ncc(Cl)c(C(=O)N(Cc2ccccc2)Cc2ccco2)n1 returned Peg3 imprint -48%[inhibitor][10.9 µM], p53ts 32C tox 18µM*, IkB sig inh inconclusive and p53ts 39C kill 4µM*.
For Cc1ccccc1CN1C2=NCCN2c2ccccc21 the results were Peg3 imprint -17%, p53ts 32C tox 11%, IkB sig inh 2.6% and p53ts 39C kill 4%.

Going on with the list.
Screening CCCC[C@@H]1CN2[C@H](c3ccc(Br)cc3)[C@@H](C)CC[C@H]2C(=O)O1 returned p53ts 32C tox 4%[9.22 µM] and p53ts 39C kill 7%[9.22 µM].
For Cn1c(NC(=O)C2CCCO2)cc(=O)n(C)c1=O (centres undefined) the results were Peg3 imprint 3%, p53ts 32C tox -2%, IkB sig inh -1.9% and p53ts 39C kill 9%.
`Cc1noc(C)c1C(=O)N1CCC2(CC1)CCN(c1ccncc1)CC2` gave p53ts 32C tox -5%, IkB sig inh -0.3%[11.4 µM] and p53ts 39C kill -4%.
CS(=O)(=O)c1nncn1-c1ccccc1 was read as Peg3 imprint -10%, p53ts 32C tox 1%, IkB sig inh 1.5% and p53ts 39C kill 6%.
`O=C(CSc1nnc(CNC(=O)c2ccccc2F)o1)c1ccc(Cl)cc1` gave Peg3 imprint -22%, p53ts 32C tox 14%, IkB sig inh inconclusive and p53ts 39C kill 4%.
`Cc1nnc(Nc2ccc3c(c2)ncn3C)c2ccccc12` gave Peg3 imprint -27%, p53ts 32C tox -23%, IkB sig inh 2.9% and p53ts 39C kill -10%.
`Cc1nn(Cc2ccccc2)c(Cl)c1C(=O)NCc1ccc(C)n1C` gave Peg3 imprint -3%, p53ts 32C tox 16%, IkB sig inh 0.6% and p53ts 39C kill -5%.
Cn1nnnc1SCCNCc1ccc(F)cc1 was read as Peg3 imprint -16%[10.9 µM], p53ts 32C tox 7%, IkB sig inh -0.9% and p53ts 39C kill 36%[activator].
Screening COC(=O)C1CCN(c2csc3ccc(C)cc3c2=O)CC1 returned Peg3 imprint -10%[10.9 µM], p53ts 32C tox -25%, IkB sig inh inconclusive and p53ts 39C kill -30%.
For COc1ccc(NC(=O)c2cnc(N3CCCC3)nc2)cc1OC the results were Peg3 imprint 4%[10.9 µM], p53ts 32C tox 0%, IkB sig inh inconclusive and p53ts 39C kill -24%.
For COc1ccc(OC)c2[nH]c(=O)c(CCNC(=O)c3ccc(Br)o3)cc12 the results were Peg3 imprint -7%, p53ts 32C tox -19%, IkB sig inh -0.9% and p53ts 39C kill -17%.
`CCc1ccc(-c2nn[nH]n2)cc1` gave p53ts 32C tox inconclusive, IkB sig inh -1.2% and p53ts 39C kill inconclusive.
CCOC(=O)CNC(=O)CSc1nc2cccnc2n1C was read as Peg3 imprint 0%, p53ts 32C tox -5%, IkB sig inh -1.7% and p53ts 39C kill 11%.
Screening CCOC(=O)Cn1c(=O)c2c(nc3n2CCN3c2ccc(CC)cc2)n(C)c1=O returned Peg3 imprint -11%[10.9 µM], p53ts 32C tox -26%, IkB sig inh inconclusive and p53ts 39C kill inconclusive.
